High-throughput results deposited in PubChem BioAssay by Southern Research Specialized Biocontainment Screening Center.
M. tuberculosis HTS: M. tuberculosis growth inhibition, HTS (AID 449762) | inhibition, % at 25 µM, or IC50 in µM where a hit was titrated | 330,000 compounds, 0.59% hits | M. tuberculosis H37Rv growth inhibition, 7H9 media; higher % means a stronger effect; in the data active = a potency from the dose series; inconclusive = inhibition above about 70% without an active follow-up result;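 note: bacterial growth assessed after seven days of incubation; strong numbers were not always called active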
influenza NS1A: H1N1 influenza NS1A inhibitors, functional cell based assay (AID 504329) | NS1A functional cell-based assay, percent inhibition; higher % means a stronger effect | 340,000 compounds, 0.3% hits | one-dose inhibition, % at 12.5 µM; IC50 in µM for titrated hits; in the data active = a potency from the dose series; inconclusive = inhibition above about 27% without an active follow-up result; note: strong numbers were not always called active
tuberculosis growth: growth inhibition of non-replicating M. tuberculosis (AID 488890). Mycobacterium tuberculosis non-replicating, growth inhibition; higher % means a stronger effect. inhibition, % at 25 µM, or IC50 in µM where a hit was titrated. 320,000 compounds, 0.39% hits; in the data active = a potency from the dose series; inconclusive = inhibition mostly from about 82% at the one dose, without a potency; inactive = the rest, 99 in 100 with inhibition below about 76%;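 note: plate controls were DMSO cells for no effect and high antibiotic wells for full effect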
inhibitors of VEEV: inhibitors of VEEV TC-83 cytopathic effect, confirmation, Vero cells (AID 588727); Vero cells, VEEV TC-83 cytopathic effect inhibition; higher % means a stronger effect; one-dose inhibition, % at 20 µM; IC50 in µM for titrated hits; 350,000 compounds, 0.13% hits; in the data active = a potency from the dose series; inconclusive = inhibition mostly from about 14% at the one dose, without a potency; inactive = the rest, 99 in 100 with inhibition below about 12%; note: strong numbers were not always called active
PhoP GFP inhibition: PhoP regulon inhibitors, Salmonella typhi PhoP promoter GFP reporter, confirmatory (AID 1850); Salmonella Typhi PhoP-promoter GFP reporter, fluorescence, 4 h; higher % means a stronger effect; one-dose inhibition, % at 50 µM; IC50 in µM for titrated hits; 310,000 compounds, 0.33% hits; in the data active = a potency from the dose series; inconclusive = inhibition mostly from about 25% at the one dose, without a potency; inactive = the rest, 99 in 100 with inhibition below about 19%;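 note: 0% = induced wells with vehicle and 100% = uninduced wells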
inhibitors of VEEV 10K pilot screen: recorded beside inhibitors of VEEV, whose call it bears; inhibition, %; measured here: 10K pilot screen inhibition
The depositor's hits bear a star; i = inactive; u = inconclusive; x = not tested or not shown; & = joins results of further samples.

SMILES	M. tuberculosis HTS	influenza NS1A	tuberculosis growth	inhibitors of VEEV	PhoP GFP inhibition	others
CC(C)Oc1ccc(S(=O)(=O)N2CCOCC2)cc1NC(=O)c1cccc(S(=O)(=O)N2CCCC2)c1	x	-5%	x	7.0%	x
CN(C(=O)Oc1ccc(Cl)c2cccnc12)c1ccccc1	5%	-9%	-2%	1.2%	-12%
O=C(CCS(=O)(=O)c1ccc(Br)cc1)NC1CCCCCC1	6%	-3%	16%	2.7%	4%
CCC(=O)N1CCN=C1SCc1cccc(F)c1	-10%	1%	2%	1.4%	-34%
COc1ccccc1NC(=O)CCS(=O)(=O)c1ccc2c(c1)NC(=O)C(C)S2 (configuration not stated)	8%	-3%	1%	4.7%	-19%
C=CCN(CC=C)S(=O)(=O)c1ccc2nsnc2c1	2%	6%	10%	0.4%	-10%
Cn1cnnc1SCC(=O)Nc1ccc2c(c1)CCC2	4%	-10%	-1%	1.3%	4%
CC(=O)OCC1O[C@@H](O[C@@H]2C[C@H]3C(C)(C)[C@H](OC(C)=O)CC[C@]3(C)[C@H]3CC[C@]45C[C@]4(CC[C@H]5[C@@H](C)C[C@@H](O)[C@H](O)C(C)(C)O)[C@@]32C)[C@H](O)[C@@H](O)[C@@H]1O (some centres not stated)	31µM*	x	48%	x	-3%
CCC/C(=N\NC(=O)c1ccc(CSc2nncn2C)cc1)c1ccccc1	3%	-2%	-4%	2.5%	7%
COC(=O)c1ccc(NC(=O)COC(=O)c2cccc3c(=O)c(C)c(-c4ccccc4)oc23)cc1	0%	-2%	16%	1.5%	-3%
O=C1OCc2cc(NC(=O)C3CCCCC3)ccc21	-3%	3%	-5%	i	12%
O=C(C1CCC(CNc2nc(=S)[nH]c3ccccc23)CC1)N1CCN(c2ccccn2)CC1 (configuration not stated)	6%	-5%	71%	6.0%	-2%
Cc1ccc(NC(=O)/C(C#N)=C/c2ccc(Sc3nc(C)cc(C)n3)o2)cc1	-5%	-1%	2%	i	-5%
C=CCSc1nnc(-c2ccncc2)n1-c1ccc(OCC)cc1	-4%	-3%	6%	0.9%	-3%
CCn1c(SCC(=O)N/N=C/c2c[nH]c3ccccc23)nnc1-c1ccc(C)cc1	1%	7%	-2%	1.5%	11%
CN(C(=O)CCS(=O)(=O)c1cc2c(cc1Cl)NC(=O)CO2)C1CCCCC1	-3%	5%	-21%	0.5%	-8%	inhibitors of VEEV 10K pilot screen=0.5
CN(CCOc1ccc(Br)cc1)CC(O)COc1ccc(C#N)cc1 (configuration not stated)	17%	-5%	60%	1.0%	7%
CCOC(=O)c1nc2nc(-c3cccs3)cc(C(F)(F)F)n2n1	9%	10%	1%	i	-4%
Cc1coc2c1c(C)cc1oc(=O)c(CC(=O)N[C@@H](CC(C)C)C(=O)O)c(C)c12	-2%	-14%	-19%	0.8%	6%
CCOC(=O)N1C(=O)[C@@](c2ccc(Cl)cc2)(C(C)C)N1C(=O)OCC	-6%	3%	15%	11%	-16%
CCc1nc(NCC(C)C)c(C#N)c2c1COC(C)(C)C2	7%	0%	-9%	1.2%	13%
CC(=O)N1CCN(C(=O)c2ccc(C)c(S(=O)(=O)N3CCCCC3)c2)CC1	-5%	1%	-2%	1.1%	x
CC(C)[C@@H]1NC(=O)N(c2ccc(Oc3ccccc3)cc2)C1=O	3%	0%	5%	2.7%	1%
O=C(Nc1ccccc1C(=O)N1CCN(Cc2ccccc2)CC1)c1ccccn1	-1%	-1%	6%	5.4%	9%
CC(=O)OCC1OC(n2c(-c3ccc(Cl)cc3)ccc(C#N)c2=S)C(OC(C)=O)C(OC(C)=O)C1OC(C)=O (configuration not stated)	x	-17%	x	i	x
Further structures:
SMILES	M. tuberculosis HTS	influenza NS1A	tuberculosis growth	inhibitors of VEEV	PhoP GFP inhibition	others
CCOC(=O)NC(=O)C(=CNc1cccc(OC)c1)C(=O)NC(=O)OCC	-1%	5%	-19%	0.8%	-5%
CC(C)OCCCn1c(=O)c2ccccc2n2c(CCC(=O)N3CCN(c4ccccn4)CC3)nnc12	2%	-3%	3%	8.3%	1%
CCc1ccc(/C=N/n2c(COc3ccccc3)n[nH]c2=S)cc1	10%	-3%	-8%	1.7%	-11%
CS(=O)(=O)NCc1ccc(C(=O)O)cc1	-4%	-9%	-11%	0.3%	0%	inhibitors of VEEV 10K pilot screen=3.4
CCOC(=O)N1CCN(C(=O)c2ccc(S(=O)(=O)Nc3ccc(C)cc3)cc2)CC1	-1%	3%	12%	i	x
CN(CC(=O)Nc1ccc(F)cc1)CC(=O)Nc1ccc(F)c(F)c1F	6%	0%	2%	1.4%	17%
COc1cc2c(C(F)(F)F)c(-c3ccsc3)oc(=O)c2cc1OC	16%	20%	58%	0.1%	x
COc1cc(NS(=O)(=O)c2ccc(NS(=O)(=O)c3ccc(C)cc3)cc2)nc(OC)n1	-2%	-6%	-6%	i	10%
CCOC(=O)CNC(=O)c1cccs1	-3%	-2%	-3%	2.7%	8%
COc1ccccc1C(=O)NC(C)c1nc2ccccc2[nH]1 (configuration not stated)	-5%	-5%	-11%	2.7%	11%
Cn1c(=O)[nH]c(=O)c2c1nc(N1CCCC1)n2CCO	1%	-1%	3%	1.2%	-8%
CN(CCc1ccccn1)C1CC(=O)N(c2ccc(Cl)cc2)C1=O (configuration not stated)	-3%	-5%	65%	0.8%	15%
COc1cc(-c2nnc(NC(=O)CCS(=O)(=O)c3ccccc3)o2)cc(OC)c1OC	0%	-2%	38%	5.2%	5%
CCC(=NCCOc1ccc(Cl)cc1)c1c(O)n(C)c(=O)n(C)c1=O	-2%	6%	28%	5.3%	2%
CCS(=O)(=O)Nc1ccc(C2=NN(C(=O)c3ccco3)C(c3ccco3)C2)cc1 (configuration not stated)	u	-2%	25%	7.2%	-4%
COc1ccc(Cc2noc(CN3CCN(Cc4csc(C)n4)CC3)n2)cc1OC	-15%	-4%	15%	0.1%	5%
NC(=O)N/N=C/CCc1ccccc1	4%	-2%	-7%	0.3%	-4%
CN(NC(=O)c1ccccc1)C1=NS(=O)(=O)c2ccccc21	-2%	-3%	-19%	0.7%	1%
COc1ccc(C2CC(=O)Oc3cc(C)c(Cl)cc32)cc1 (configuration not stated)	x	-15%	x	1.1%	x
COC(=O)C1=C(C)Nc2[nH]c(=S)[nH]c(=O)c2C1c1ccc(O)cc1 (configuration not stated)	9%	-11%	-9%	0.4%	-2%
COC(=O)C(=O)N1CC2(C)CNCC(C)(C1)C2=O	-1%	-7%	-4%	9.8%	-1%
O=C(NCCC(=O)N1O[C@@H]2C=C[C@H]1C2)OCC1c2ccccc2-c2ccccc21	x	-22%	x	1.5%	x
Cc1ccccc1Cn1nc(C)c(NC(=O)c2cc3n(n2)C(C(F)F)CC(C(F)F)N3)c1C (configuration not stated)	-1%	3%	20%	1.3%	1%
O=C(NCc1cccc(C(F)(F)F)c1)c1cccc(S(=O)(=O)NCc2ccccc2)c1	-2%	-2%	0%	1.1%	-4%
CC(C)(C)Cc1nnc(NC(=O)CCC2CCCCC2)s1	7%	-3%	-10%	1.3%	2%
Going on with the list.
SMILES	M. tuberculosis HTS	influenza NS1A	tuberculosis growth	inhibitors of VEEV	PhoP GFP inhibition	others
O=C(NCc1ccco1)c1ccccc1NS(=O)(=O)c1ccc(Cl)s1	-4%	1%	x	4.0%	-9%
O=C(N/N=C/c1ccc[nH]1)c1cc2ccccc2cc1O	u	-1%	u	14%	10%
Cc1nonc1OCCNCCNc1ccc([N+](=O)[O-])c2cccnc12	6.7µM*	4%	68%	0.5%	-5%
COc1ccc(COC(=O)NC(C(=O)O)c2ccccc2)cc1 (configuration not stated)	-7%	7%	11%	0.4%	9%
COc1ccc(-n2c(N)c(C(=O)NCc3ccco3)c3nc4ccccc4nc32)cc1	0%	-5%	33%	2.3%	-7%
O=C1C(=O)N(Cc2cccnc2)C(c2ccccn2)/C1=C(/O)c1ccc(F)cc1 (configuration not stated)	-10%	4%	0%	0.1%	4%	inhibitors of VEEV 10K pilot screen=1.6
O=C(CCN1CCN(C(=O)c2ccco2)CC1)Nc1ccc(F)cc1	-4%	-4%	-6%	0.7%	6%
O=C(CCc1nc(-c2ccccc2F)no1)NCc1ccco1	-1%	-5%	59%	0.6%	-12%
CNC(=O)CSc1nnc(-c2ccco2)n1-c1ccc(C)cc1	6%	8%	4%	0.9%	0%
CC(C)CN1CCNC(=O)C1CC(=O)N(C)CC1CCOCC1 (configuration not stated)	-8%	-35%	6%	0.1%	5%
CSc1ccccc1C(=O)Nc1ccccc1C(=O)N1CCCC1	-2%	0%	2%	0.9%	11%
CC[N+]1(C)CCCC(OC(=O)C(O)(c2ccccc2)c2ccccc2)C1 (configuration not stated)	-2%	2%	-10%	0.1%	1%&11%
CCSc1ncc(Cl)c(C(=O)Nc2ccccc2OC)n1	0%	-10%	-4%	0.4%	3%
O=S(=O)(NCc1ccccc1)c1cccc(S(=O)(=O)N2CCOCC2)c1	11%	3%	26%	i	17%
Cc1ccc(N2CCN(/N=C/c3ccncc3)CC2)cc1	4%	2%	19%	i	-1%
COc1ccc(NC(=S)Nc2ccccn2)c(OC)c1	9%	13%	77%	1.4%	3%
Cc1cc(=O)[nH]c(N/N=C/c2c(C)nn(-c3ccccc3)c2C)n1	12%	5%	-7%	9.2%	-6%
Oc1ccc(/C=N/Nc2ccccc2)cc1	u	1%	-3%	2.0%	3%
CCCc1cc(=O)oc2cc(OCC(=O)NC(Cc3ccc(Cl)cc3)C(=O)O)ccc12 (configuration not stated)	-6%	-8%	1%	0.3%	12%
COc1ccc([N+](=O)[O-])cc1NS(=O)(=O)c1cccc(C(=O)NCCCN2CCCC2=O)c1	-3%	2%	7%	0.7%	x
O=C(Nc1cccc(C(=O)Nc2ccccc2F)c1)c1ccccc1	1%	4%	5%	0.6%	-3%
O=C1NC[C@H](Cc2ccccc2)N(CC2CCN(CCc3ccc(-c4ccccc4)cc3)CC2)C1=O	x	-10%	x	i	x
Cc1nc2scc(-c3ccccc3)c2c(=O)o1	1%	-1%	i	0.8%	5%
Cc1scc(-c2n[nH]c(=S)n2Cc2ccccc2)c1C	22%	0%	-1%	1.6%	-18%
CN1CCN(S(=O)(=O)c2ccc3c(c2)oc(=O)n3C)CC1	-13%	22%	-14%	2.9%	-3%
COc1ccc(C(=O)N/C(=C/c2cccnc2)C(=O)N2CCCCCC2)cc1OC	9%	-9%	3%	2.3%	-11%
CCOC(=O)C1C(=O)OC(C)(C)C1C(CC)C(=O)c1ccccc1 (configuration not stated)	6%	-3%	4%	0.2%	4%

Grouped by structure, those above containing an aryl methoxy group (14)
SMILES	M. tuberculosis HTS	influenza NS1A	tuberculosis growth	inhibitors of VEEV	PhoP GFP inhibition	others
COc1ccccc1NC(=O)CCS(=O)(=O)c1ccc2c(c1)NC(=O)C(C)S2 (configuration not stated)	8%	-3%	1%	4.7%	-19%
CCOC(=O)NC(=O)C(=CNc1cccc(OC)c1)C(=O)NC(=O)OCC	-1%	5%	-19%	0.8%	-5%
COc1cc2c(C(F)(F)F)c(-c3ccsc3)oc(=O)c2cc1OC	16%	20%	58%	0.1%	x
COc1cc(NS(=O)(=O)c2ccc(NS(=O)(=O)c3ccc(C)cc3)cc2)nc(OC)n1	-2%	-6%	-6%	i	10%
COc1ccccc1C(=O)NC(C)c1nc2ccccc2[nH]1 (configuration not stated)	-5%	-5%	-11%	2.7%	11%
COc1cc(-c2nnc(NC(=O)CCS(=O)(=O)c3ccccc3)o2)cc(OC)c1OC	0%	-2%	38%	5.2%	5%
COc1ccc(Cc2noc(CN3CCN(Cc4csc(C)n4)CC3)n2)cc1OC	-15%	-4%	15%	0.1%	5%
COc1ccc(C2CC(=O)Oc3cc(C)c(Cl)cc32)cc1 (configuration not stated)	x	-15%	x	1.1%	x
COc1ccc(COC(=O)NC(C(=O)O)c2ccccc2)cc1 (configuration not stated)	-7%	7%	11%	0.4%	9%
COc1ccc(-n2c(N)c(C(=O)NCc3ccco3)c3nc4ccccc4nc32)cc1	0%	-5%	33%	2.3%	-7%
CCSc1ncc(Cl)c(C(=O)Nc2ccccc2OC)n1	0%	-10%	-4%	0.4%	3%
COc1ccc(NC(=S)Nc2ccccn2)c(OC)c1	9%	13%	77%	1.4%	3%
COc1ccc([N+](=O)[O-])cc1NS(=O)(=O)c1cccc(C(=O)NCCCN2CCCC2=O)c1	-3%	2%	7%	0.7%	x
COc1ccc(C(=O)N/C(=C/c2cccnc2)C(=O)N2CCCCCC2)cc1OC	9%	-9%	3%	2.3%	-11%
